West Nile virus CPE: West Nile virus antiviral activity, cell-based, CPE readout (AID 1621); West Nile virus-infected cells, CPE inhibition; higher % means a stronger effect; one-dose CPE inhibition, % at 10 µM; IC50 in µM for titrated hits; 290,000 tested, 0.02% active; in the data active means a potency from the dose series; further: strong numbers were not always called active
Salmonella PhoP GFP: inhibitors of PhoP regulon expression, primary screen, Salmonella Typhimurium, GFP reporter (AID 1863) | S. Typhimurium PhoP-regulated promoter GFP reporter, 4 h; higher % means a stronger effect | inhibition, % at 50 µM; hits with a dose series show IC50 in µM | 300,000 tested, 0.16% active;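 active means inhibition over 29.93%, a cutoff 3 SD above the screen mean, later confirmed by dose response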;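 further: 0% = low Mg2+ inducing control and 100% = high Mg2+ repressing control; strong numbers were not always called active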
Siah-1 displacement: Siah-1 peptide-binding antagonists, primary screen, biochemical, fluorescence polarization, rhodamine-plectin, uHTS (AID 1817); Siah-1 / rhodamine-plectin peptide fluorescence polarization; higher % means a stronger effect; displacement, % at 20 µM; hits with a dose series show IC50 in µM; 290,000 tested, 0.02% active;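 active means displacement of at least 50% at 20 µM, with a fluorescence ratio check between 0.3 and a set limit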;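 further: plate controls were Siah plus tracer with DMSO for no effect and tracer alone without Siah for full effect; strong numbers were not always called active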
Active calls of the source: *. These rows are one share of the data. The share of hits here may be higher or lower than overall.

What do the screens show for `CCOc1ccc(NC(=O)C2CCCN(c3cnccn3)C2)cc1` (stereo not given)?
West Nile virus CPE: 0.2%; Salmonella PhoP GFP: -6%; Siah-1 displacement: -5%

Results for COC(=O)c1ccc(C2SCC(=O)N2Cc2ccccc2)cc1 (stereo not given) ?
West Nile virus CPE: 0.9%; Salmonella PhoP GFP: -6%; Siah-1 displacement: 5%

How did COc1ccc(NC(=O)CCc2nnc3ccc(NCc4ccc5c(c4)OCO5)nn23)cc1 do in these assays?
West Nile virus CPE: 0.9%; Salmonella PhoP GFP: 6%; Siah-1 displacement: 4%

How did Cc1cccc(C(=O)N2CCCC(Nc3ccc(F)c(F)c3)C2)n1 (stereo not given) do in these assays?
West Nile virus CPE: -0.9%; Salmonella PhoP GFP: 8%; Siah-1 displacement: -6%

Results for CCS(=O)(=O)c1nc(S(=O)(=O)c2ccc(Cl)cc2)c(N2CCOCC2)s1 ?
West Nile virus CPE: 0.8%; Salmonella PhoP GFP: -4%; Siah-1 displacement: -5%

Results for Cc1ccc(C(=O)Cn2c(=N)n(N)c3ccccc32)cc1 ?
West Nile virus CPE: 0.3%; Salmonella PhoP GFP: -6%; Siah-1 displacement: -2%

How did Cc1ccc(C(=O)N2CCOCC2)cc1S(=O)(=O)N1CCCCC1 do in these assays?
West Nile virus CPE: -0.4%; Salmonella PhoP GFP: 4%; Siah-1 displacement: -4%

How did COc1ccccc1NC(=O)CSc1nnc(CC(=O)Nc2ccccc2C)n1C do in these assays?
West Nile virus CPE: 1.1%; Salmonella PhoP GFP: -4%; Siah-1 displacement: 2%

Results for Cc1cc(SCc2cccc(Cl)c2)nc(=O)[nH]1 ?
West Nile virus CPE: 0.8%; Salmonella PhoP GFP: -4%; Siah-1 displacement: -2%

How did CC1CN(CC(=O)Nc2ccc(Br)cn2)CC(C)O1 (stereo not given) do in these assays?
West Nile virus CPE: 0.2%; Salmonella PhoP GFP: -7%; Siah-1 displacement: -7%

What do the screens show for `CCn1ncc(Cl)c1C(=O)NC(=S)Nc1ccccc1Br`?
West Nile virus CPE: -0.3%; Salmonella PhoP GFP: 9%; Siah-1 displacement: -3%

How did CCOC(=O)CN1N=C(c2ccc(Cl)cc2)CCC1=O do in these assays?
West Nile virus CPE: 0.1%; Salmonella PhoP GFP: -3%; Siah-1 displacement: 1%

How did O=C(c1c(F)cccc1F)N(C1CCCCC1)C1CCCCC1 do in these assays?
West Nile virus CPE: -1.9%; Salmonella PhoP GFP: 17%; Siah-1 displacement: -4%

What do the screens show for `COCCCN1CC(=O)N2C(c3ccc(OC)c(OC)c3)c3[nH]c4ccccc4c3C[C@H]2C1=O` (stereo not given in full)?
West Nile virus CPE: -0.6%; Salmonella PhoP GFP: 3%; Siah-1 displacement: -4%

How did Cc1ccccc1OCCn1ccnc1 do in these assays?
West Nile virus CPE: 0.0%; Salmonella PhoP GFP: 2%; Siah-1 displacement: 3%

How did O=C(CCC(=O)Nc1ccccc1Cl)NNS(=O)(=O)c1ccc(Cl)cc1 do in these assays?
West Nile virus CPE: -0.7%; Salmonella PhoP GFP: -2%; Siah-1 displacement: 7%

What do the screens show for `CC(=O)c1cccc(N(C(=O)c2ccco2)C(C(=O)NC2CCCC2)c2ccccc2F)c1` (stereo not given)?
West Nile virus CPE: -0.1%; Salmonella PhoP GFP: 7%; Siah-1 displacement: -2%

How did O=C(CCc1nnc2n(Cc3ccc(Cl)cc3)c(=O)c3ccccc3n12)N1CCN(c2ccccn2)CC1 do in these assays?
West Nile virus CPE: -0.9%; Salmonella PhoP GFP: -7%; Siah-1 displacement: -2%

Results for CC(=O)c1ccc(NC(=O)COc2ccccc2C(=O)Nc2ccccc2)cc1 ?
West Nile virus CPE: -0.3%; Salmonella PhoP GFP: -2%; Siah-1 displacement: 15%

What do the screens show for `Cn1c(=O)c2c(SCC(=O)NC3CCCC3)nc(CC(C)(C)C)nc2n(C)c1=O`?
West Nile virus CPE: -0.9%; Salmonella PhoP GFP: -3%; Siah-1 displacement: 3%

What do the screens show for `CCC1(c2ccc(Cl)cc2)NC(=O)N(CC(=O)NCc2ccc(F)cc2)C1=O` (stereo not given)?
West Nile virus CPE: -1.1%; Salmonella PhoP GFP: 2%; Siah-1 displacement: -2%

How did COc1ccc(CCN(C)Cc2cccc3ccccc23)cc1OC do in these assays?
West Nile virus CPE: -0.8%; Salmonella PhoP GFP: -3%; Siah-1 displacement: 2%

What do the screens show for `Cc1ccc(N(CC(O)CN2C(=O)NC(C)(C)C2=O)S(=O)(=O)c2ccc([N+](=O)[O-])cc2)cc1` (stereo not given)?
West Nile virus CPE: 0.1%; Salmonella PhoP GFP: 1%; Siah-1 displacement: -3%

Results for COc1ccccc1CNC(=O)COC(=O)c1nccnc1N ?
West Nile virus CPE: -0.1%; Salmonella PhoP GFP: -5%; Siah-1 displacement: -1%

Results for O=C(Nc1ccc(F)cc1F)c1cccc(C(=O)Nc2ccc(F)cc2F)n1 ?
West Nile virus CPE: 0.1%; Salmonella PhoP GFP: 3%; Siah-1 displacement: 0%

What do the screens show for `COc1ccc(CN(C)C(=O)c2ccc3c(=O)n4c(nc3c2)CCC4)cc1`?
West Nile virus CPE: 0.7%; Salmonella PhoP GFP: -3%; Siah-1 displacement: -2%

Results for COc1cc(OC)c(NS(=O)(=O)c2cc3[nH]c(=O)c(=O)[nH]c3cc2C)cc1Cl ?
West Nile virus CPE: 0.3%; Salmonella PhoP GFP: -2%; Siah-1 displacement: -1%

How did Cc1ccc(S(=O)(=O)N(C)CC(=O)NCCCc2ccccc2)cc1 do in these assays?
West Nile virus CPE: -1.4%; Salmonella PhoP GFP: -3%; Siah-1 displacement: -1%

How did COc1ccc(CCNC(=O)[C@@H](NC(=O)N2CCn3c2nc2ccccc23)C(C)C)cc1OC do in these assays?
West Nile virus CPE: -1.2%; Salmonella PhoP GFP: -4%; Siah-1 displacement: -8%

Results for COc1ccc(C(O)(C(C)C)C(CN2CCOCC2)c2ccccc2)cc1 (stereo not given) ?
West Nile virus CPE: -1.4%; Salmonella PhoP GFP: -4%; Siah-1 displacement: 0%

Results for CCOc1ccc(C2C(C#N)=C(N)N(N(C)C)C3=C2C(=O)CCC3)cc1 (stereo not given) ?
West Nile virus CPE: -0.6%; Salmonella PhoP GFP: 3%; Siah-1 displacement: 6%

Results for Cc1sc2ncnc(N3CCC(C(=O)NCC(=O)Nc4ccc(F)c(F)c4)CC3)c2c1C ?
West Nile virus CPE: 1.6%; Salmonella PhoP GFP: -3%; Siah-1 displacement: 8%

Results for Cc1c(NC(=S)NC(=O)c2cccc(Cl)c2)c(=O)n(-c2ccccc2)n1C ?
West Nile virus CPE: -0.7%; Salmonella PhoP GFP: 6%; Siah-1 displacement: -5%

What do the screens show for `CSc1ncc(C(=O)Nc2cccc(S(N)(=O)=O)c2)n1-c1ccccc1`?
West Nile virus CPE: -0.3%; Salmonella PhoP GFP: -3%; Siah-1 displacement: 10%

How did COc1ccccc1C(=O)NC(=S)Nc1cccnc1Cl do in these assays?
West Nile virus CPE: -0.3%; Salmonella PhoP GFP: -3%; Siah-1 displacement: 12%

Results for O=C(c1ccccc1)c1cc2ccccc2oc1=O ?
West Nile virus CPE: -0.3%; Salmonella PhoP GFP: -3%; Siah-1 displacement: 4%

What do the screens show for `CCOC(=O)C1(Cc2ccccc2Cl)CCN(C(=O)c2cc(C)on2)CC1`?
West Nile virus CPE: -0.2%; Salmonella PhoP GFP: -2%; Siah-1 displacement: -3%

Results for COc1cc(-c2c(-c3cc(OC)c(OC)c(OC)c3)noc2C)ccc1F ?
West Nile virus CPE: -1.6%; Salmonella PhoP GFP: 5%; Siah-1 displacement: 0%

What do the screens show for `CC(C)N(Cc1ccccc1)C(=O)CCS(=O)(=O)c1ccc2c(c1)oc(=O)n2C`?
West Nile virus CPE: -0.2%; Salmonella PhoP GFP: -5%; Siah-1 displacement: 3%

What do the screens show for `CC(C)C(C(=O)NC1CCCC1)N(Cc1ccco1)C(=O)CNS(=O)(=O)c1ccccc1` (stereo not given)?
West Nile virus CPE: -0.1%; Salmonella PhoP GFP: -12%; Siah-1 displacement: -2%

Results for CC1CCCN(C(=O)CN2C(=O)CSc3ccc(S(=O)(=O)N4CCOCC4)cc32)C1 (stereo not given) ?
West Nile virus CPE: 0.0%; Salmonella PhoP GFP: 1%; Siah-1 displacement: 1%

How did Cc1n[nH]c(C)c1CCNC(=O)C1CCC(=O)N(CCc2cccc(F)c2)C1 (stereo not given) do in these assays?
West Nile virus CPE: 0.3%; Salmonella PhoP GFP: -12%; Siah-1 displacement: 2%

What do the screens show for `O=C(NCC(=O)N1CCc2ccccc2C1)c1ccc(Cl)cc1Cl`?
West Nile virus CPE: -0.3%; Salmonella PhoP GFP: -8%; Siah-1 displacement: 0%

How did COc1cccc(NC(=S)NC(=O)Cc2ccc(Cl)cc2)c1 do in these assays?
West Nile virus CPE: -0.2%; Salmonella PhoP GFP: 4%; Siah-1 displacement: -2%

What do the screens show for `O=C(CSc1nc(Nc2ccccc2)nc(N2CCOCC2)n1)Nc1ccc(Br)cc1F`?
West Nile virus CPE: 0.9%; Salmonella PhoP GFP: -5%; Siah-1 displacement: -2%

How did CCCCN(C(=O)CCCSc1nc2ccccc2[nH]1)c1c(N)n(Cc2ccccc2)c(=O)[nH]c1=O do in these assays?
West Nile virus CPE: -0.4%; Salmonella PhoP GFP: -2%; Siah-1 displacement: 13%

What do the screens show for `CCOCCCNC(=O)c1ccc(N2CC3CC(C2)c2cccc(=O)n2C3)c(NC(=O)Nc2cccc(OC)c2)c1` (stereo not given)?
West Nile virus CPE: 0.0%; Salmonella PhoP GFP: 0%; Siah-1 displacement: 3%

How did C[C@H](NC(=O)C1CCN(S(=O)(=O)c2ccccc2)CC1)C(=O)NCc1cccc(Cl)c1 do in these assays?
West Nile virus CPE: -0.6%; Salmonella PhoP GFP: 11%; Siah-1 displacement: -5%

What do the screens show for `Cc1ccc2[nH]c(C(=O)N/N=C/c3ccccc3C(=O)O)c(-c3ccccc3)c2c1`?
West Nile virus CPE: -0.8%; Salmonella PhoP GFP: -6%; Siah-1 displacement: -6%

What do the screens show for `O=C(c1ccc2ccccc2c1)N1CCc2ccccc21`?
West Nile virus CPE: 0.0%; Salmonella PhoP GFP: -2%; Siah-1 displacement: -8%

Results for CCCCN(Cc1cccs1)S(=O)(=O)c1ccc(-c2ccc(=O)[nH]n2)s1 ?
West Nile virus CPE: -1.5%; Salmonella PhoP GFP: 0%; Siah-1 displacement: 1%

What do the screens show for `COc1ccc(-c2cc(C(=O)NCCCN3CCOCC3)on2)cc1OC`?
West Nile virus CPE: 0.7%; Salmonella PhoP GFP: 10%; Siah-1 displacement: -2%

What do the screens show for `COc1ccc(CN(C)C(=O)c2cc(-c3ccccc3)nc3ccc(C)cc23)c(OC)c1OC`?
West Nile virus CPE: -0.2%; Salmonella PhoP GFP: 3%; Siah-1 displacement: -1%

Results for COc1ccc2oc(=N)c(C(=O)Nc3ccccc3Cl)cc2c1 ?
West Nile virus CPE: -1.1%; Salmonella PhoP GFP: -2%; Siah-1 displacement: -6%

Results for CN(CC(=O)Nc1ccccc1Cl)C(=O)COC(=O)Cc1ccc(F)cc1 ?
West Nile virus CPE: 0.0%; Salmonella PhoP GFP: 3%; Siah-1 displacement: 8%

What do the screens show for `O=C(C(=O)N1CCN(c2ccc([N+](=O)[O-])cc2)CC1)c1cn(CC(=O)N2CCOCC2)c2ccccc12`?
West Nile virus CPE: -0.1%; Salmonella PhoP GFP: -2%; Siah-1 displacement: 3%

What do the screens show for `COc1cccc(-c2nc(CS(=O)(=O)CC(=O)NCCCN3CCN(C)CC3)c(C)o2)c1`?
West Nile virus CPE: 0.1%; Salmonella PhoP GFP: -3%; Siah-1 displacement: -2%

What do the screens show for `CCCCOc1ccc(OCCNC(=O)C2CCCN2C(=O)Nc2ccccc2)cc1` (stereo not given)?
West Nile virus CPE: -1.7%; Salmonella PhoP GFP: 4%; Siah-1 displacement: -1%

What do the screens show for `CN(C(=O)CSC(=O)c1ccccc1)c1ccccc1`?
West Nile virus CPE: -0.2%; Salmonella PhoP GFP: 2%; Siah-1 displacement: -3%

Looked up by compound from above, 4 records:
How did COc1ccc(CCNC(=O)[C@@H](NC(=O)N2CCn3c2nc2ccccc23)C(C)C)cc1OC do in these assays?
West Nile virus CPE: -1.2%; Salmonella PhoP GFP: -4%; Siah-1 displacement: -8%

What do the screens show for `CCC1(c2ccc(Cl)cc2)NC(=O)N(CC(=O)NCc2ccc(F)cc2)C1=O` (stereo not given)?
West Nile virus CPE: -1.1%; Salmonella PhoP GFP: 2%; Siah-1 displacement: -2%

How did COc1ccc(NC(=O)CCc2nnc3ccc(NCc4ccc5c(c4)OCO5)nn23)cc1 do in these assays?
West Nile virus CPE: 0.9%; Salmonella PhoP GFP: 6%; Siah-1 displacement: 4%

Results for O=C(c1ccccc1)c1cc2ccccc2oc1=O ?
West Nile virus CPE: -0.3%; Salmonella PhoP GFP: -3%; Siah-1 displacement: 4%

Grouped by structure, the compounds so far with a nitro group on carbon.
What do the screens show for `Cc1ccc(N(CC(O)CN2C(=O)NC(C)(C)C2=O)S(=O)(=O)c2ccc([N+](=O)[O-])cc2)cc1` (stereo not given)?
West Nile virus CPE: 0.1%; Salmonella PhoP GFP: 1%; Siah-1 displacement: -3%

What do the screens show for `O=C(C(=O)N1CCN(c2ccc([N+](=O)[O-])cc2)CC1)c1cn(CC(=O)N2CCOCC2)c2ccccc12`?
West Nile virus CPE: -0.1%; Salmonella PhoP GFP: -2%; Siah-1 displacement: 3%

Compound activity (PubChem)
